Compound activity deposited in PubChem by National Center for Advancing Translational Sciences (NCATS).
RXFP1 ag – agonists of human relaxin receptor RXFP1; Q9HBX9; HEK293T-RXFP1 cAMP TR-FRET, 30 min; response scale: percent of porcine relaxin response, buffer zero; Potency, µM (top dose mostly 57.5 µM), for the others: at the highest dose activation, most hits filed as activators; 0.3% of 370,000 active; note: potency is the fitted concentration of half-maximal effect; % is set by controls: 0 for no effect and ±100 for the full control effect; nearly all actives have a fitted effect of over 60% in size; many of its hits are not listed in these tables
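cAMP rise read by TR-FRET after 30 min, 37C compound exposure (up to 58 uM) in RXFP1-transfected HEK293 cells with Ro 20174 present. EC50 from Hill-equation fits, with 29 nM porcine relaxin as 100% and buffer as basal.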
TrxR1 substrate – is turned over as a substrate by rat TrxR1; O89049; purified TrxR1 substrate turnover, NADPH consumption readout; Potency, µM (series often up to 114 µM), for inactives: at the highest dose activity change, negative = substrate turnover; AID 588456; 0.01% of 390,000 active; note: potency is the fitted concentration of half-maximal effect; % is set by controls: 0 for no effect and ±100 for the full control effect; nearly all actives have a fitted effect of over 50% in size
Target sequence (O89049 whole entry, looked up): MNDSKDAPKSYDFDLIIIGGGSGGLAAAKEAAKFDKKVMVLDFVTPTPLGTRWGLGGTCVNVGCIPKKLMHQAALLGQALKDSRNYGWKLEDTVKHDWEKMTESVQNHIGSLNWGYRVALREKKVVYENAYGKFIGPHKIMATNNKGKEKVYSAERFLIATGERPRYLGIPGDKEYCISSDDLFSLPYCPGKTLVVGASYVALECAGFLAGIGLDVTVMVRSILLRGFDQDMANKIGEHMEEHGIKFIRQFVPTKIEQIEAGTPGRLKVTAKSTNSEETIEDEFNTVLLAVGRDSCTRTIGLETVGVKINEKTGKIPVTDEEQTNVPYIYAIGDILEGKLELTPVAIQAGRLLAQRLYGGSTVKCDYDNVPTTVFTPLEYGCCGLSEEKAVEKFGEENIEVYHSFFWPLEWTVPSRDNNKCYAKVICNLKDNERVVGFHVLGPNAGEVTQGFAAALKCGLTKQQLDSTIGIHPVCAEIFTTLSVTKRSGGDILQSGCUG
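Rat TrxR1, dispensed at 90 nM, was prereduced with 400 uM NADPH (final) for 5 min at ~22 deg C, then incubated with compound 15 min before 400 uM selenite. A first-read NADPH fluorescence drop versus no-compound background flagged substrates.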
USP1-UAF1 inh – blocks the human USP1/UAF1 deubiquitinase complex; recombinant USP1/UAF1, Ub-Rhodamine cleavage fluorescence; Potency, µM (series often up to 57.1 µM), without a hit: at the top dose activity change, negative = inhibition, hits mostly inhibitors; 0.23% of 390,000 active; AID 743255; note: potency is the fitted concentration of half-maximal effect; % is set by controls: 0 for no effect and ±100 for the full control effect; nearly all actives have a fitted effect of over 60% in size; inactives centre near -12
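USP1/UAF1 complex (1 nM) preincubated 15 min at room temperature with compound, then Ub-Rho substrate (150 nM final) added. Kinetic fluorescence at 480/540 nm over 6 reads at 60 s intervals; 50 mM HEPES pH 7.8, 0.5 mM EDTA, 0.1 mg/ml BSA, 1 mM TCEP, 0.01% Tween-20.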
PI4K2A block – blocks human PI4K2A kinase activity; 0.13% of 420,000 active; activity change, negative = inhibition, % at 76.9 µM; purified PI4K2A, ADP-Glo luminescence, 1 h; hits give low values; in the data active = activity change below about -50%; inconclusive = mostly about -30% to -49%;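 note: -100% = wells without enzyme as full effect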
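Compounds are screened against recombinant PI4K2A using PI as substrate and ATP, the latter dispensed at 300 microM. Reactions run one hour at ambient temperature before ADP-Glo detection; full inhibition defined by wells lacking enzyme.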
Vif-A3G inh – Vif-A3G binding inhibition | Potency, µM (titrated, usually from 46.1 µM), for the others: at the highest dose activity, negative = active, most hits filed as inhibitors | 0.076% of 410,000 active | Q9HC16 | HeLa A3G-eYFP + Vif (tagged APOBEC3G with the HIV-1 protein that degrades it), YFP fluorescence, overnight | AID 602310;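 note: potency is the fitted concentration of half-maximal effect; % is set by controls: 0 for no effect and ±100 for the full control effect; nearly all actives have a fitted effect of over 60% in size; hits raise eYFP signal because A3G escapes Vif-driven loss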
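HeLa cells stably expressing Vif and C-terminally eYFP-tagged A3G, seeded overnight at 37 deg C, then exposed to compound by pintool overnight at 37 deg C. Rise in yellow fluorescence (Ex 488/Em 500-530, Acumen) marks blocked Vif-driven A3G degradation.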
GRP78 ERSR act – inducers of ER stress response in human glioma cells | U87-MG GRP78 promoter luciferase reporter, 16 h | Potency, µM, for the others: at the top dose activation, actives largely listed as activators | 0.02% of 420,000 active; note: potency is the fitted concentration of half-maximal effect; series mostly up to about 76 µM; % of control where 0% means no effect; nearly all actives have a fitted effect of over 35% in size
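Stably transfected U87-MG glioma cells carrying a GRP78-based luciferase sensor; 16 h compound incubation. Luminescence end-point read 10 min after Bright-Glo addition at room temperature.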
LDHA inh – LDHA (human) enzyme inhibition | P00338 | purified LDHA, NADH/diaphorase-resazurin fluorescence; hits give low values | 0.15% of 480,000 active | activity change, % (values are at about 110 or 230 µM); in the data active = activity change below about -30%; inconclusive = mostly about -25% to -30%;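 note: plate controls were DMSO wells for no effect and wells without enzyme for full effect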
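Human LDH5 (2 nM) was incubated with 0.06 mM NADH and 0.2 mM pyruvate for 5 min at room temperature in Tris pH 7.4. Remaining NADH was coupled through diaphorase/resazurin, and resorufin fluorescence was read at 0 and 20 min.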
IDH1 R132H inh – inhibitors of human mutant IDH1 R132H; O75874; IDH1-R132H enzyme, NADPH consumption, diaphorase/resazurin fluorescence; Potency, µM (titrated, usually from 76.6 µM), for the others: at the highest dose activity change, negative = inhibition, usual class: inhibitors; 0.093% of 390,000 active; AID 602179; note: potency is the fitted concentration of half-maximal effect; % is set by controls: 0 for no effect and ±100 for the full control effect; nearly all actives have a fitted effect of over 65% in size
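IDH1-R132H (0.5 ug/mL dispensed) in pH 7.5 Tris buffer was preincubated 30 min with compound, then given a substrate mix of 0.016 mM NADPH and 2 mM alpha-KG for 80 min at room temperature; remaining NADPH was read by diaphorase/resazurin fluorescence.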
Vif-A3F inh – inhibitors of Vif-A3F interaction; HeLa A3F-eYFP + Vif (tagged APOBEC3F with the HIV-1 protein that degrades it), YFP fluorescence increase; Potency, µM (series often up to 46.1 µM), for the others: top-dose activity, negative = active; 0.2% of 390,000 active; note: potency is the fitted concentration of half-maximal effect; % of control where 0% means no effect; nearly all actives have a fitted effect of over 65% in size
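HeLa cells stably expressing Vif plus C-terminally eYFP-tagged A3F were seeded, incubated overnight at 37 deg C, dosed with compound, incubated overnight again at 37 deg C. Yellow fluorescence (Ex 488/Em 500-530) reported blocked Vif-mediated A3F-eYFP degradation.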
Starred values were filed as active, the others as inactive; ? = inconclusive; . = not tested or not shown; & = joins results of further samples; [ ] = dose if it differs, or a comment. Unless noted, calls come from the whole dose curve; as a rule, active = well fitted curve in the direction sought with a large enough effect; inconclusive = small, poorly fitted or top-dose-only effect, or another doubt; inactive = no such curve, though single readings can be large; an effect the other way counts as inactive or inconclusive. Only part of the results is shown; the hit share may differ from the screen's.

Sequence of screens – TrxR1 substrate, GRP78 ERSR act, Vif-A3F inh, USP1-UAF1 inh, IDH1 R132H inh, RXFP1 ag, PI4K2A block, LDHA inh, Vif-A3G inh
Cc1ccc(C)c(NC(=O)CN(C)C(=O)c2nn(C)c(=O)c3ccccc23)c1
  -14%[57.1 µM], -5%, 9%, -12%, -1%, 0.2%, 0, 6&-1, 0%
O=C(CO/N=C/c1cccc([N+](=O)[O-])c1)NC1CCCCCC1
  1%[57.1 µM], -2%, -4%, 5%, 3%, 0.2%, 0, -8, 0%
COCCNC(=O)c1ccc2c(c1)NC(=O)CS2
  5%, -5%, -20%, -9%, 4%, 11%, -1, -6, -1%
Cc1cc(NC(=O)CCC(=O)N(Cc2ccc(F)cc2)C(C(=O)NC2CCCC2)c2ccco2)no1 (stereo not drawn)
  10%[57.1 µM], -5%, 2%, -9%, -4%, 0.9%, -2, -7, 3%
CC(=O)N1CCC(C(=O)Nc2ccc(S(=O)(=O)N3CCC(C)CC3)cc2)CC1
  -12%, -7%, 4%, -10%, 1%, 1.4%, 0, 1, -4%
Cc1ccc(OCC(=O)Nc2ccc(NC(=O)c3ccccc3)c(C)c2)cc1
  4%, 0%, 4%, -17%, 8%, -0.1%, 4, 0, 3%
COc1ccc(OCCOCCN2CCc3ccccc3C2)cc1
  -4%, -2%, -1%, -23%, 20%, -0.2%, 1, 0, 0%
Cc1ccccc1-c1cc(C(=O)NCc2cccc(Br)c2)n(CC2CC(c3cccnc3)=NO2)n1 (stereo not drawn)
  -2%, -3%, -1%, -14%, 1%, ., -3, -3, 0%
COc1ccc(CN2CCNC(=O)C2CC(=O)NC2CCCCCC2)c(C)c1C (stereo not drawn)
  -9%, -3%, 3%, -21%, 7%, -1.4%, 3, -1, -2%
Cc1cc2nn(-c3ccccc3)nc2cc1NC(=O)c1cccc2c(Cl)cccc12
  4%, 2%, -25%, ?, 0%, -2.7%, -5, -8, 3%
O=C(Nc1cccc(C(F)(F)F)c1)c1scc2c1OCCO2
  -2%, 4%, 4%, -13%, 9%, 4.3%, 1, -4, 1%
NC(=O)c1c(NC(=O)c2ccncc2)sc2c1CCCCCC2
  -10%, 1%, 5%, -24%, -1%, 4.7%, 1, -4, -8%
Cc1ccc(C2C(C#N)=C(N)N(c3cccnc3)C3=C2C(=O)CCC3)s1 (stereo not drawn)
  3%, 0%, -12%, ?, 5%, 0.6%, -30, 10, -1%
O=C(O)C1=C[C@H](c2ccc3c(c2)OCO3)C[C@H](OCCCCO)O1
  8%, -1%, -6%, -9%, 0%, ., -2, -1, -1%
Cc1cc(-c2ccc(C(C)C)c(S(=O)(=O)Nc3cc(C)on3)c2)on1
  -4%, -2%, 2%, -7%, -3%, 0.7%, -1, -6, -1%

Taken from above for reference:
Sequence of screens – TrxR1 substrate, GRP78 ERSR act, Vif-A3F inh, USP1-UAF1 inh, IDH1 R132H inh, RXFP1 ag, PI4K2A block, LDHA inh, Vif-A3G inh
Cc1ccc(C)c(NC(=O)CN(C)C(=O)c2nn(C)c(=O)c3ccccc23)c1
  -14%[57.1 µM], -5%, 9%, -12%, -1%, 0.2%, 0, 6&-1, 0%
O=C(CO/N=C/c1cccc([N+](=O)[O-])c1)NC1CCCCCC1
  1%[57.1 µM], -2%, -4%, 5%, 3%, 0.2%, 0, -8, 0%
COCCNC(=O)c1ccc2c(c1)NC(=O)CS2
  5%, -5%, -20%, -9%, 4%, 11%, -1, -6, -1%
Cc1cc(NC(=O)CCC(=O)N(Cc2ccc(F)cc2)C(C(=O)NC2CCCC2)c2ccco2)no1 (stereo not drawn)
  10%[57.1 µM], -5%, 2%, -9%, -4%, 0.9%, -2, -7, 3%
CC(=O)N1CCC(C(=O)Nc2ccc(S(=O)(=O)N3CCC(C)CC3)cc2)CC1
  -12%, -7%, 4%, -10%, 1%, 1.4%, 0, 1, -4%
Cc1ccc(OCC(=O)Nc2ccc(NC(=O)c3ccccc3)c(C)c2)cc1
  4%, 0%, 4%, -17%, 8%, -0.1%, 4, 0, 3%
COc1ccc(OCCOCCN2CCc3ccccc3C2)cc1
  -4%, -2%, -1%, -23%, 20%, -0.2%, 1, 0, 0%
Cc1ccccc1-c1cc(C(=O)NCc2cccc(Br)c2)n(CC2CC(c3cccnc3)=NO2)n1 (stereo not drawn)
  -2%, -3%, -1%, -14%, 1%, ., -3, -3, 0%
COc1ccc(CN2CCNC(=O)C2CC(=O)NC2CCCCCC2)c(C)c1C (stereo not drawn)
  -9%, -3%, 3%, -21%, 7%, -1.4%, 3, -1, -2%
Cc1cc2nn(-c3ccccc3)nc2cc1NC(=O)c1cccc2c(Cl)cccc12
  4%, 2%, -25%, ?, 0%, -2.7%, -5, -8, 3%

The listing continues.
Sequence of screens – TrxR1 substrate, GRP78 ERSR act, Vif-A3F inh, USP1-UAF1 inh, IDH1 R132H inh, RXFP1 ag, PI4K2A block, LDHA inh, Vif-A3G inh
COc1ccc(CNC(=O)c2cc3c(C)nc4ccccc4c3o2)c(OC)c1
  -5%[57.1 µM], -7%, 2%, -25%, -5%, 0.3%, -2, -7, 0%
Cc1sc[n+](CC(=O)c2ccc(Br)cc2)c1C
  -7%, -1%, 1%, -15%, -9%, 2.0%, 5, -1, 4%
COC(=O)c1ccc(/C=N\NC(=O)c2ccc(C)cc2Cl)cc1
  2%, -3%, -8%, -22%, -2%, -0.4%, -1, -9, -8%
CCOc1ncnc2c1sc1nc3c(cc12)COC(C)(C)C3
  8%[57.1 µM], -2%, -7%, 6%, 18%, ., -8, -8, -1%
O=C(Nc1ccccc1O)c1cccc(S(=O)(=O)Nc2ccccc2O)c1
  7%[57.1 µM], -2%, 6%, 15%, 2%, ., -3, 12, -3%
